M5 antag: antagonists of human muscarinic M5 receptor (CHRM5). P08912. CHO-hM5 cells, Fluo-8 calcium fluorescence, ACh EC80. inhibition, % at 3 µM. hit rate 0.59% among 360,000. AID 624040;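 active means inhibition above a per-plate cutoff, the mean of that plate's test compounds plus 3 SD, cut at about 27% in these data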;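 further: 0% = acetylcholine EC80 with DMSO and 100% = DMSO without agonist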
Target sequence (P08912 whole entry, looked up): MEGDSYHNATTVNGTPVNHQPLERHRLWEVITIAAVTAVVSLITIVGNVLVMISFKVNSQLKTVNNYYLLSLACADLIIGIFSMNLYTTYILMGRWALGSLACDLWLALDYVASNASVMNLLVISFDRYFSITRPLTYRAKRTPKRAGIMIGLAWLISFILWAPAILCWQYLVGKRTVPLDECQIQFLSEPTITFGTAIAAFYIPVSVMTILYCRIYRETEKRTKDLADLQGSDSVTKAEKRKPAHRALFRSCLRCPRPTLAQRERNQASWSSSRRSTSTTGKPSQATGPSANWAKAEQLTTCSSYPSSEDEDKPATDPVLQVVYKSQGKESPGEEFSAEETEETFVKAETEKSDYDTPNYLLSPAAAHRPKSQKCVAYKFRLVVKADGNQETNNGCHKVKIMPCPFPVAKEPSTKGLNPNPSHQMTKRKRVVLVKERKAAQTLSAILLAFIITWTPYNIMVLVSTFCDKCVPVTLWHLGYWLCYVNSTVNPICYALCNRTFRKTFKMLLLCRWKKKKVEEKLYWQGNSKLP
M1 ag parental: nonselective activator or artifact in parental CHO-K1 cells; AID 602248; Fluo-8 calcium fluorescence; scaled to maximal ATP response, vehicle zero; hit rate 0.48% among 360,000; activation, % at 3 µM; in the data active means activation above about 15%;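 further: untransfected CHO-K1 host cells lacking M1 receptor as counterscreen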
M4 PAM: CHRM4 positive allosteric modulation | activation, % at 3 µM | CHO-K1 hM4/Gqi5, Fluo-8 calcium fluorescence, ACh EC20; 0% = ACh EC20, 100% = maximal ACh | hit rate 0.4% among 360,000 | P08173 | AID 624126;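 active means activation above its plate's cutoff, the mean activation of sample wells plus 3 SD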; further: some results filed as inactive read as strong as hits
Target sequence (P08173 whole entry, looked up): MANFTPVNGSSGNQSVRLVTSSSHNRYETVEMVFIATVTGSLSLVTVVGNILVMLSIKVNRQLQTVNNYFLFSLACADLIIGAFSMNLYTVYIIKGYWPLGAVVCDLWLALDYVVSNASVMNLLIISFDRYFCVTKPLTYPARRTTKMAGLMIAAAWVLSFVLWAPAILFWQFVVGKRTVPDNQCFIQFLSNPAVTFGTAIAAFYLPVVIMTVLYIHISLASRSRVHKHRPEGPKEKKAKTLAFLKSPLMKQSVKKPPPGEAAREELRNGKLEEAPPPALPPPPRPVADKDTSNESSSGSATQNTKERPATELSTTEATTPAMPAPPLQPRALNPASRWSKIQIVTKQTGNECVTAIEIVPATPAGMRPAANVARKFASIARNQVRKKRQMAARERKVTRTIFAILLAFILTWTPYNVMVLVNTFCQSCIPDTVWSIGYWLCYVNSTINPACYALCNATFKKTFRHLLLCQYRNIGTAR
CHRM4 agonist: CHRM4 agonism in calcium assay; hit rate 0.14% among 360,000; activation, % at 3 µM; CHO-K1 hM4/Gqi5, Fluo-8 calcium fluorescence; vehicle 0%, full acetylcholine response 100%; P08173;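 active means activation above the run mean over all test wells plus 3 SD, cut at about 32% in these data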;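 further: peak over basal fluorescence ratio per well then scaled between controls; 0% = DMSO wells and 100% = acetylcholine at EC100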
M5 PAM: CHRM5 positive allosteric modulation. P08912. CHO-K1 hM5, Fluo-8 calcium, ACh EC20 PAM; 0% = ACh EC20, 100% = ACh EC100. activation, % at 3 µM. hit rate 0.3% among 360,000;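 active means activation above the run cutoff, the mean activation of all test compounds plus 3 SD, cut at about 18% in these data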
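system = human M5 receptor in CHO-K1 cells | compound = one concentration, 3 µM final (nominal) | schedule = Post-acetylcholine fluorescence recording 140 s | signal = Fluo-8 calcium dye fluorescence, kinetic read | benchmarks = low control EC20 acetylcholine (0%), high control EC100 acetylcholine (100%) | repeats = singlicate, one well per test compound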
CHRM4 antagonist: blocks acetylcholine activation of human M4 receptor; inhibition, % at 3 µM; AID 624125; hit rate 0.73% among 360,000; CHO-hM4 cells, ACh EC80, Fluo-8 calcium fluorescence; P08173;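 active means inhibition above its plate's cutoff, the mean inhibition of sample wells plus 3 SD, cut at about 27% in these data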;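 further: 0% = acetylcholine EC80 with DMSO and 100% = DMSO without agonist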
CHO-K1 Ca antag: nonselective inhibitor or artifact in parental CHO-K1 cells; ATP-induced calcium, Fluo-8 fluorescence; hit rate 0.6% among 360,000; inhibition, % at 3 µM; AID 602250;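 active means inhibition above a per-plate cutoff, the plate's mean sample inhibition plus 3 SD, cut at about 24% in these data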;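 further: 0% = DMSO plus EC80 ATP and 100% = DMSO alone without ATP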
CHO-K1 Ca PAM: counter-screen for M1 PAMs: effect in parental CHO-K1 cells. activation, % at 3 µM. ATP EC20, Fluo-8 calcium fluorescence; 0% at ATP EC20, 100% at ATP max. AID 602247. hit rate 0.02% among 360,000;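 active means activation above the run cutoff, the mean activation of all test compounds plus 3 SD, cut at about 40% in these data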;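 further: peak over basal fluorescence ratio in a 140 s read after ATP addition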
M5 ag: agonists of human muscarinic M5 receptor (CHRM5) | P08912 | CHO-K1 hM5 cells, Fluo-8 calcium fluorescence; 0% DMSO wells, 100% maximal acetylcholine response | activation, % at 3 µM | hit rate 0.19% among 360,000;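 active means activation above the run's mean over test compounds plus 3 SD, cut at about 23% in these data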;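 further: signal is peak over basal fluorescence ratio across the kinetic read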
* = called active by the depositor.

Screening COC(=O)CCCC[C@@H]1O[C@H](CCc2ccccc2)CC2=C1C(=O)OC(C)(C)O2 returned M5 antag 7, M1 ag parental 3.8, M4 PAM -7, CHRM4 agonist 15, M5 PAM -17, CHRM4 antagonist -1, CHO-K1 Ca antag -2, CHO-K1 Ca PAM 5 and M5 ag 1.
`O=C(N/N=C/c1ccc(OC(=O)c2ccccc2)cc1)c1cccc(O)c1` gave M5 antag 11, M1 ag parental 4.2, M4 PAM -9, CHRM4 agonist 13, M5 PAM -15, CHRM4 antagonist 1, CHO-K1 Ca antag 2, CHO-K1 Ca PAM 10 and M5 ag 6.
Screening COc1ccc(C(=O)Nc2nnc(S(=O)(=O)N3CCCCCC3)s2)cc1OC returned M5 antag 7, M1 ag parental 0.5, M4 PAM 5, CHRM4 agonist 0, M5 PAM -5, CHRM4 antagonist -13, CHO-K1 Ca antag -9, CHO-K1 Ca PAM 21 and M5 ag 0.
CC(C)NC(=O)c1cccc2c(-c3ccc(F)c(F)c3)coc12 was read as M5 antag -2, M1 ag parental -0.5, M4 PAM 9, CHRM4 agonist -2, M5 PAM -4, CHRM4 antagonist -16, CHO-K1 Ca antag 3, CHO-K1 Ca PAM -7 and M5 ag -1.
Cc1[nH]n(-c2nc(-c3cccc([N+](=O)[O-])c3)cs2)c(=O)c1C was read as M5 antag 6, M1 ag parental 0.5, M4 PAM -1, CHRM4 agonist 3, M5 PAM -10, CHRM4 antagonist -6, CHO-K1 Ca antag 8, CHO-K1 Ca PAM 8 and M5 ag 0.
For c1cncc(N=c2scc(-c3cccc4ccccc34)n2CCCn2ccnc2)c1 the results were M5 antag -2, M1 ag parental 4.5, M4 PAM -2, CHRM4 agonist 4, M5 PAM -15, CHRM4 antagonist 0, CHO-K1 Ca antag -17, CHO-K1 Ca PAM 30 and M5 ag -7.
Screening CS(=O)(=O)Nc1ccc(C(=O)NCc2ccccn2)cc1 returned M5 antag -5, M1 ag parental 0.3, M4 PAM 0, CHRM4 agonist 1, M5 PAM 0, CHRM4 antagonist 2, CHO-K1 Ca antag -8, CHO-K1 Ca PAM 14 and M5 ag 3.
`CCN(CC)c1ccc(NC(=O)CSc2nc3ccccc3c(=O)n2-c2cc(S(=O)(=O)N(C)C)ccc2C)cc1` gave M5 antag 7, M1 ag parental -0.5, M4 PAM -2, CHRM4 agonist 0, M5 PAM -4, CHRM4 antagonist 3, CHO-K1 Ca antag 24*, CHO-K1 Ca PAM -14 and M5 ag 0.
Screening NC(=O)c1nsc(C(=O)N(c2ccc(F)cc2)C(C(=O)NCC2CCCO2)c2ccc3ncccc3c2)c1N (configuration not stated) returned M5 antag 3, M1 ag parental 5.2, M4 PAM -7, CHRM4 agonist 17, M5 PAM -8, CHRM4 antagonist -8, CHO-K1 Ca antag -4, CHO-K1 Ca PAM 2 and M5 ag 3.
For COc1ccc(C)cc1NC(=O)C(=O)N1CCCC1 the results were M5 antag 5, M1 ag parental -0.1, M4 PAM 11, CHRM4 agonist 1, M5 PAM -6, CHRM4 antagonist -16, CHO-K1 Ca antag -5, CHO-K1 Ca PAM -11 and M5 ag 0.
`Cc1cccc(NC(=O)CN2CCC(C(=O)c3ccc4c(c3)OCCO4)CC2)c1` gave M5 antag 9, M1 ag parental 8.6, M4 PAM -7, CHRM4 agonist 11, M5 PAM -10, CHRM4 antagonist 11, CHO-K1 Ca antag -2, CHO-K1 Ca PAM -9 and M5 ag 2.
`O=C(COC(=O)C1CCCCC1)NCc1ccc(Cl)cc1` gave M5 antag 19, M1 ag parental -0.5, M4 PAM -1, CHRM4 agonist 1, M5 PAM -1, CHRM4 antagonist 2, CHO-K1 Ca antag -8, CHO-K1 Ca PAM 7 and M5 ag -4.
For COc1ccc(C2Nc3ccccc3C(=O)N2Cc2ccco2)cc1COc1ccccc1F (configuration not stated) the results were M5 antag 6, M1 ag parental 0.6, M4 PAM 6, CHRM4 agonist 1, M5 PAM -5, CHRM4 antagonist 2, CHO-K1 Ca antag -14, CHO-K1 Ca PAM 19 and M5 ag -5.
Screening CC(C)N1CC(C(=O)Nc2nc3ccccc3s2)CC1=O (configuration not stated) returned M5 antag 2, M1 ag parental 0.3, M4 PAM 8, CHRM4 agonist 1, M5 PAM -2, CHRM4 antagonist 6, CHO-K1 Ca antag -9, CHO-K1 Ca PAM 22 and M5 ag -1.
Screening O=C(NCc1ccccc1F)Nc1nnc([C@@H]2C[C@H](O)[C@@H](CO)O2)s1 returned M5 antag 6, M1 ag parental 0.3, M4 PAM 7, CHRM4 agonist 1, M5 PAM -6, CHRM4 antagonist -13, CHO-K1 Ca antag -11, CHO-K1 Ca PAM 22 and M5 ag 1.
CCOC(=O)c1c(NC(C)=O)sc2c1C1CCN2CC1 was read as M5 antag 5, M1 ag parental 1.1, M4 PAM 11, CHRM4 agonist 1, M5 PAM 0, CHRM4 antagonist 5, CHO-K1 Ca antag 5, CHO-K1 Ca PAM -1 and M5 ag -1.
Cn1c(=O)oc2cc(S(=O)(=O)NC(Cc3ccccc3)C(=O)N3CCCCC3)ccc21 (configuration not stated) was read as M5 antag 0, M1 ag parental 1.0, M4 PAM -1, CHRM4 agonist 3, M5 PAM -3, CHRM4 antagonist -13, CHO-K1 Ca antag -7, CHO-K1 Ca PAM 10 and M5 ag -1.
Screening COc1ccc(S(=O)(=O)N2CCCCC2)cc1NC(=O)CSc1nnc(C2CC2)n1C returned M5 antag 2, M1 ag parental 0.7, M4 PAM -5, CHRM4 agonist 2, M5 PAM -1, CHRM4 antagonist 8, CHO-K1 Ca antag -11, CHO-K1 Ca PAM 9 and M5 ag 1.
Screening CC(C)CC(=O)NC(=S)Nc1ccc(N2CCOCC2)cc1 returned M5 antag 7, M1 ag parental 4.1, M4 PAM -2, CHRM4 agonist 6, M5 PAM -9, CHRM4 antagonist -1, CHO-K1 Ca antag 14, CHO-K1 Ca PAM 8 and M5 ag 2.
`COc1cccc(/C=C/c2onc(C)c2S(=O)(=O)N2CCC(C(=O)NC3CCCCCC3)CC2)c1` gave M5 antag 8, M1 ag parental 0.4, M4 PAM -7, CHRM4 agonist 0, M5 PAM -2, CHRM4 antagonist 12, CHO-K1 Ca antag -7, CHO-K1 Ca PAM -6 and M5 ag -2.

Molecules listed so far with an aryl thioether with sulfur outside any ring (2):
`CCN(CC)c1ccc(NC(=O)CSc2nc3ccccc3c(=O)n2-c2cc(S(=O)(=O)N(C)C)ccc2C)cc1` gave M5 antag 7, M1 ag parental -0.5, M4 PAM -2, CHRM4 agonist 0, M5 PAM -4, CHRM4 antagonist 3, CHO-K1 Ca antag 24*, CHO-K1 Ca PAM -14 and M5 ag 0.
Screening COc1ccc(S(=O)(=O)N2CCCCC2)cc1NC(=O)CSc1nnc(C2CC2)n1C returned M5 antag 2, M1 ag parental 0.7, M4 PAM -5, CHRM4 agonist 2, M5 PAM -1, CHRM4 antagonist 8, CHO-K1 Ca antag -11, CHO-K1 Ca PAM 9 and M5 ag 1.

Further records
Screening CCC1(c2ccccc2)NC(=O)N(CC(=O)Nc2ccc(S(=O)(=O)NC3=NCCCCC3)cc2)C1=O (configuration not stated) returned M5 antag 6, M1 ag parental 0.5, M4 PAM 7, CHRM4 agonist 0, M5 PAM 3, CHRM4 antagonist 0, CHO-K1 Ca antag 0, CHO-K1 Ca PAM 11 and M5 ag -4.
Screening Cn1c(N2CCOCC2)c(/C=N/OC(=O)c2cccnc2Cl)c2ccccc21 returned M5 antag 4, M1 ag parental -0.3, M4 PAM -6, CHRM4 agonist 0, M5 PAM -3, CHRM4 antagonist 7, CHO-K1 Ca antag 5, CHO-K1 Ca PAM 8 and M5 ag 2.
Screening CC(C)Cn1cnc2c(SCc3ccccc3Cl)nc(N)nc21 returned M5 antag 14, M1 ag parental -0.6, M4 PAM -3, CHRM4 agonist 6, M5 PAM -14, CHRM4 antagonist -3, CHO-K1 Ca antag -7, CHO-K1 Ca PAM -2 and M5 ag 4.
Screening CCCc1cc(CN(C)C(=O)CC2C(=O)NCCN2Cc2ccccc2C)[nH]n1 (configuration not stated) returned M5 antag -10, M1 ag parental 0.2, M4 PAM 3, CHRM4 agonist 1, M5 PAM 7, CHRM4 antagonist -3, CHO-K1 Ca antag -8, CHO-K1 Ca PAM 14 and M5 ag -1.
For COC(=O)c1ccc(Cl)c(NC(=O)CN2CCN(C)CC2)c1 the results were M5 antag 9, M1 ag parental 1.1, M4 PAM 4, CHRM4 agonist 0, M5 PAM -2, CHRM4 antagonist 6, CHO-K1 Ca antag -16, CHO-K1 Ca PAM 7 and M5 ag -1.
Screening COc1cc(C(=O)Nc2cccc(-c3nc4cc(C)ccc4o3)c2)cc(OC)c1OC returned M5 antag 6, M1 ag parental 1.3, M4 PAM -7, CHRM4 agonist 4, M5 PAM -3, CHRM4 antagonist 5, CHO-K1 Ca antag 1, CHO-K1 Ca PAM 8 and M5 ag 0.
`COc1ccc(S(=O)(=O)Cc2ccc(C(=O)N3CCN(c4ccccc4F)CC3)o2)cc1` gave M5 antag 1, M1 ag parental 2.2, M4 PAM 4, CHRM4 agonist 5, M5 PAM -9, CHRM4 antagonist -13, CHO-K1 Ca antag -12, CHO-K1 Ca PAM 16 and M5 ag 1.
For CCc1ccc(NC(=O)CCS(=O)(=O)c2ccc(Cl)cc2)cc1 the results were M5 antag 3, M1 ag parental 2.1, M4 PAM 2, CHRM4 agonist 2, M5 PAM -4, CHRM4 antagonist 1, CHO-K1 Ca antag -7, CHO-K1 Ca PAM -1 and M5 ag -8.
For CNC(=S)N/N=C(\C)c1ccc(N2CCOCC2)cc1 the results were M5 antag 2, M1 ag parental 0.8, M4 PAM 12, CHRM4 agonist 0, M5 PAM -1, CHRM4 antagonist -6, CHO-K1 Ca antag -3, CHO-K1 Ca PAM 11 and M5 ag -2.
Screening O=C(COC(=O)c1ccco1)Nc1ccccc1 returned M5 antag 2, M1 ag parental 0.6, M4 PAM 11, CHRM4 agonist 1, M5 PAM -6, CHRM4 antagonist 7, CHO-K1 Ca antag -16, CHO-K1 Ca PAM 4 and M5 ag -3.
S=c1sc(SCCOc2ccccc2)nn1-c1ccccc1 was read as M5 antag 8, M1 ag parental 1.0, M4 PAM 0, CHRM4 agonist -1, M5 PAM -7, CHRM4 antagonist -13, CHO-K1 Ca antag -13, CHO-K1 Ca PAM 18 and M5 ag -2.
For COc1ccc(CNCc2cc(Cl)ccc2O)cc1 the results were M5 antag 7, M1 ag parental 2.9, M4 PAM 6, CHRM4 agonist 7, M5 PAM 6, CHRM4 antagonist -3, CHO-K1 Ca antag -7, CHO-K1 Ca PAM 8 and M5 ag 2.
Screening COc1cc2nc(NC(=O)c3ccccc3)[nH]c(=O)c2cc1OC returned M5 antag -9, M1 ag parental 1.0, M4 PAM 7, CHRM4 agonist 0, M5 PAM 9, CHRM4 antagonist -5, CHO-K1 Ca antag -1, CHO-K1 Ca PAM 5 and M5 ag -2.
O=C(CSc1nnc(-c2cccnc2)n1Cc1ccccc1)NCc1ccco1 was read as M5 antag -3, M1 ag parental 0.2, M4 PAM -1, CHRM4 agonist 0, M5 PAM 5, CHRM4 antagonist 5, CHO-K1 Ca antag -17, CHO-K1 Ca PAM 6 and M5 ag 2.
